Bioassay records as filed in PubChem BioAssay.
Menin-MLL TR inh – qHTS Assay for Inhibitors Targeting the Menin-MLL Interaction in MLL Related Leukemias: Competition With Texas Red Labeled MLL-derived Mutant Peptide; Potency, µM (doses to about 61.6 µM), for the others: at the highest dose FP activity change, negative = inhibition, hits mostly inhibitors; O00255; hit rate 0.23% among 270,000; Menin + Texas Red MLL mutant peptide, fluorescence polarization; active means well fitted inhibition curve with a large enough effect in the polarisation, with a control signal flat, not every such curve was filed as active; inconclusive means small, poorly fitted or top-dose-only effect, or effect the other way, or a change in a side signal; inactive means no such curve, though single readings can be large or run the other way; the % refers to the polarisation; further: potency means the concentration at half of the fitted maximal effect; % of control where 0% means no effect; many of its hits are not listed in these tables
Integrin act MD – qHTS for Activators of Integrin-Mediated Alleviation for Muscular Dystrophy | alpha7betagal myoblasts, beta-gal FDG fluorescence, 48 h | Potency, µM (doses to about 38.3 µM), for the others: at the top dose activation, hits mostly activators | hit rate 0.064% among 350,000;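 further: potency means the concentration at half of the fitted maximal effect; 100% = response of the positive control SU9516; nearly all actives have a fitted effect of over 60% in size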
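alpha7betagal+/- myoblasts (passage 13, 250/well) treated 48 h at 37C with compounds at 1:260 dilution of DMSO stock. Lysed, then beta-galactosidase activity read as FDG fluorescence (ex 480/em 540) after 30 min, with pre-read for autofluorescence.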
Chronic BCR inh – qHTS Assay to Find Inhibitors of Chronic Active B-Cell Receptor Signaling | AID 493014, 2011 | hit rate 0.05% among 340,000 | Potency, µM (titrated, usually from 46.1 µM), for the others: top-dose ratio change, negative = lower green/red ratio, usual class: inhibitors | ABC-DLBCL IkBa-CBG/CBR reporter, luminescence ratio, 4 h; active means well fitted inhibition curve with a large enough effect in the signal ratio, with a control signal flat, not every such curve was filed as active; inconclusive means small, poorly fitted or top-dose-only effect, or effect the other way, or a change in a side signal; the % refers to the signal ratio;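 further: potency means the concentration at half of the fitted maximal effect; plate controls were basal doxycycline-induced cells for no effect and cells given 10 µM MG132 for full effect; MG132 reads +100%, hits lower the ratio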
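Cell line TMD8 (human ABC DLBCL), stably expressing tet-inducible CBG68-IkBa fusion and CBR; IMDM/0.5% FBS; cpd up to 46 uM; dox induction, 4 h, 37C/5% CO2; dual luminescence; green/red ratio; MG132 control.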
S-ASM inh – Inhibitors of Secretory Acid Sphingomyelinase (S-ASM): qHTS; Sphingomyelin phosphodiesterase (Homo sapiens), P17405; placental ASM, HMU-PC fluorogenic substrate, 60 min; Potency, µM (series often up to 57.5 µM), without a hit: at the highest dose activity change, negative = inhibition, hits mostly inhibitors; hit rate 0.006% among 340,000; AID 504937, 2011; further: potency means the concentration at half of the fitted maximal effect
Target sequence (P17405 47-631 limits assumed): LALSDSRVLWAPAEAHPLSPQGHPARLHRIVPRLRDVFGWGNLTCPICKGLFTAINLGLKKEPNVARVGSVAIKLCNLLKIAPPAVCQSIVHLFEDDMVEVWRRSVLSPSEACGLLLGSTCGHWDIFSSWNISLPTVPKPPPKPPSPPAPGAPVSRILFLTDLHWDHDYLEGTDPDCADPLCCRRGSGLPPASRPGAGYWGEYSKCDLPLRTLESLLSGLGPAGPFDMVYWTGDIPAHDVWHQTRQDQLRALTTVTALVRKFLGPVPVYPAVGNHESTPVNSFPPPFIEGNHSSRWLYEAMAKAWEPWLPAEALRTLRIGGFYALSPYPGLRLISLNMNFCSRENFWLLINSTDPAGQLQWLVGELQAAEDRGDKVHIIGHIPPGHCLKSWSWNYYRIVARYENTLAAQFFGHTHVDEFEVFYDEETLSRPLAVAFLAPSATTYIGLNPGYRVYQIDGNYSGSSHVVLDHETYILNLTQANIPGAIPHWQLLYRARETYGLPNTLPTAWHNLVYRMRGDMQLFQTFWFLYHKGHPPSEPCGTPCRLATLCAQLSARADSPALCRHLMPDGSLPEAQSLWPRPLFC
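Fluorescence read-out (Ex 386 nm, Em 447 nm) after stopping the reaction at pH 10. Enzyme: ASM from human placenta; substrate HMU-PC0, 9 uM final; 60 min, 37 °C. Compound preincubation 10 min, ambient temperature.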
Giardia killer – Small Molecules that selectively kill Giardia lamblia: qHTS; Giardia lamblia trophozoite viability; activity change, % at 7.66 µM, hits read low; hit rate 0.15% among 340,000; in the data active means activity change below about -80%; inconclusive means between about -30% and that limit;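 further: parasites exposed to compound for two days anaerobically before the ATP read; on the % scale 0 is the no-effect control and ±100 the full control effect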
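Luminescent ATP signal served as the viability read-out, measured 15-30 min after adding ATP detection reagent to trophozoites that had been incubated with compounds for 48 hrs at 37 deg C anaerobically at 100 cells/well.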
FBPA coupling cs – qHTS Assay for Inhibitors of Fructose-1,6-bisphosphate Aldolase from Giardia Lamblia: Coupling assay counterscreen. hit rate 0.67% among 290,000. coupling enzyme system counterscreen, AmpLite Red fluorescence. activity change, negative = inhibition, % at 58.2 µM, hits read low; in the data active means activity change below about -30%; further: on the % scale 0 is the no-effect control and ±100 the full control effect
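Counterscreen lacking aldolase: glyceraldehyde-3-phosphate coupling-enzyme reagent preincubated 10 min at RT with compound (at 57.5 uM final), then substrate/coupling system with AmpLite Red added; fluorescence read at 525/598 nm after 20 min RT.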
GALK inh – qHTS Assay for Inhibitors of Human Galactokinase (GALK); P51570; Purified GALK, Kinase-Glo residual ATP luminescence; Potency, µM (doses to about 57.5 µM), inactives show top-dose activity change, negative = inhibition, hits mostly inhibitors; hit rate 0.007% among 270,000; further: potency means the concentration at half of the fitted maximal effect; on the % scale 0 is the no-effect control and ±100 the full control effect
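Human GALK (5 nM) with 35 uM ATP and 100 uM galactose in 20 mM HEPES pH 8.0, 5 mM MgCl2, 60 mM NaCl, 1 mM DTT, 0.01% BSA. After 1 h at room temperature, leftover ATP was read by Kinase-Glo Plus luminescence.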
Tb PFK block – qHTS Assay to Find Inhibitors of T. brucei phosphofructokinase; hit rate 0.17% among 330,000; Potency, µM (doses to about 57.5 µM), for the others: top-dose activity, negative = inhibition, actives largely listed as inhibitors; ATP-dependent 6-phosphofructokinase (Trypanosoma brucei brucei), O15648; T. brucei PFK, ADP-Glo luminescence;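 further: potency means the concentration at half of the fitted maximal effect; 0% = uninhibited 1x PFK enzyme wells and -100% = no-enzyme wells; nearly all actives have a fitted effect of over 60% in size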
Target sequence (O15648 whole entry, looked up): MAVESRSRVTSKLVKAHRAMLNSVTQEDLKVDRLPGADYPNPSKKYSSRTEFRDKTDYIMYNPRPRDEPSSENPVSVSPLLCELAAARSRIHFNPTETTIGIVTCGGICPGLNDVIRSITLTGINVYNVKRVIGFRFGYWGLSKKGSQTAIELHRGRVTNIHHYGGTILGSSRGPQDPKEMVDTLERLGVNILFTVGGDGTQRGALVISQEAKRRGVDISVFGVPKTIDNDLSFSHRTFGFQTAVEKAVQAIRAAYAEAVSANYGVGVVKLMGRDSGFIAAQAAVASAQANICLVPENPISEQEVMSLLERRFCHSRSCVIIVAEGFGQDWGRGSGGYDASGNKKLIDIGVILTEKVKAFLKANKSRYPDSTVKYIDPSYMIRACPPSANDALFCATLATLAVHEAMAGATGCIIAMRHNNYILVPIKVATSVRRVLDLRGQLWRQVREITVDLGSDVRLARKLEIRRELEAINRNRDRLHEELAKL
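PFK 1.25 nM, F6P 0.5 mM, ATP 0.1 mM, 0.1 M TEA pH 8.0, 5 mM MgCl2, 0.01% Tween20, 0.1% BSA; 45 min RT. ADP-Glo readout. qHTS titration up to 57 uM; curves fitted, compounds curve-classed.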
PTAP TSG101 blk – qHTS Assay for Iinhibitors of HIV-1 Budding by Blocking the Interaction of PTAP/TSG101. Tumor susceptibility gene 101 protein (Homo sapiens), Q99816. Fluorescence polarization, FITC-PTAP peptide / Tsg101 binding. Potency, µM (top dose mostly 115 µM), without a hit: at the top dose activity change, negative = inhibition, usual class: inhibitors. 340,000 tested, under 10 active; active means well fitted inhibition curve with a large enough effect in the main read-out, with a control signal flat, not every such curve was filed as active; inconclusive means small, poorly fitted or top-dose-only effect, or effect the other way, or a change in a side signal; inactive means no such curve, though single readings can be large or run the other way; further: potency means the concentration at half of the fitted maximal effect; % of control where 0% means no effect
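Fluorescence polarization binding of Tsg101 binding domain (10 uM final) to FITC-labeled PTAP peptide (50 nM final) in HEPES pH 7.5 buffer with NaCl, Tween 20, EDTA, TCEP. Compounds added before peptide; binding 20 min at RT.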
PKM2 activator – qHTS Assay for Activators of Human Muscle isoform 2 Pyruvate Kinase; Pyruvate kinase PKM (Homo sapiens), P14618; purified PKM2, Kinase-Glo ATP luminescence, activation; response scale: 0% is enzyme alone, no compound; Potency, µM (doses to about 57.5 µM), without a hit: at the highest dose activation, actives largely listed as activators; hit rate 0.34% among 260,000; further: potency means the concentration at half of the fitted maximal effect; on the % scale 0 is the no-effect control and ±100 the full control effect; nearly all actives have a fitted effect of over 55% in size
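ATP formation by purified human PK-M2, quantified via coupled luciferase luminescence after 1 h at room temperature with 0.1 mM ADP and 0.5 mM PEP final.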
B2AR arrestin – qHTS assay of beta-arrestin-biased ligands of beta2-adrenergic receptor | AID 492947, 2010 | hit rate 0.02% among 330,000 | Beta-2 adrenergic receptor (Homo sapiens), P07550 | beta-arrestin recruitment to beta2AR, cell-based reporter | Potency, µM (series often up to 46.1 µM), inactives show at the top dose activation, usual class: activators;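 further: potency means the concentration at half of the fitted maximal effect; 0% = DMSO controls and full agonism = EC100 isoproterenol or metaproterenol; nearly all actives have a fitted effect of over 65% in size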
Starred values were filed as active, the others as inactive; i = inactive; ? = inconclusive; / = not tested or not shown; [ ] = another dose, or the depositor's remark. Unless noted, the call rests on the fitted dose curve; in most records, active means well fitted curve in the direction sought with a large enough effect; inconclusive means small, poorly fitted or top-dose-only effect, or another doubt; inactive means no such curve, though single readings can be large; an effect the other way counts as inactive or inconclusive.

SMILES	Menin-MLL TR inh	Integrin act MD	Chronic BCR inh	S-ASM inh	Giardia killer	FBPA coupling cs	GALK inh	Tb PFK block	PTAP TSG101 blk	PKM2 activator	B2AR arrestin
Cc1cc(C)c(NC(=O)CS(=O)CC(=O)NCCCc2ccccc2)c(C)c1 (stereo unspecified)	-1%	21%	-4%	1%	-2	-3	-1%	2%	-3%	-6%	-0.3%
Cc1cccc2cc(CN(CCCN3CCOCC3)Cc3nnnn3C(C)(C)C)c(=O)[nH]c12	-8%	10%	0%	6%	-14	0	-2%	-2%	0%	0%	-0.4%
Brc1cc2c(cc1C1Nc3ccccc3C3C=CCC31)OCO2 (stereo unspecified)	?	-15%	9%	-7%	-6	3	2%	-4%	2%	8%	-1.1%
CN(C)CCNC(=O)Cn1nc(-c2ccc(Cl)cc2)ccc1=O	-27%	3%	-6%	2%	-2	1	3%	-5%	-1%	-2%	-0.4%
NC(=O)C1(N2CCCCC2)CCN(Cc2ccccc2Cl)CC1	-3%	-14%	?	0%	0	1	-1%	10%	-10%	4%	0.1%
Cc1ccc(NC(NC(=O)c2ccccn2)C(Cl)(Cl)Cl)cc1 (stereo unspecified)	/	-22%	?	-1%	12	1	8%	1%	0%	0%	0.5%
Fc1ccc2nc3n(c2c1F)CCCCCC3	1%	16%	-2%	0%	-4	2	-3%	-9%	-3%	-1%	0.0%
Cc1cccc(NC(=O)C2CCCN(C(=O)NCc3ccccc3)C2)c1C (stereo unspecified)	/	9%	0%	-1%	-21	3	5%	-1%	0%	/	-0.1%
CCCn1c(=O)c2[nH]cnc2n(-c2ccccc2C)c1=O	/	-1%	?	0%	-5	2	-2%	3%	-3%	6%	-0.1%
CC(C)NC(=O)C(=O)NC1CCCCCC1	-4%	-8%	-10%	1%	-17	0	0%	-1%	-9%	-12%	-0.5%

Reprinted from the part before: two compounds; new compounds follow.
SMILES	Menin-MLL TR inh	Integrin act MD	Chronic BCR inh	S-ASM inh	Giardia killer	FBPA coupling cs	GALK inh	Tb PFK block	PTAP TSG101 blk	PKM2 activator	B2AR arrestin
CCCn1c(=O)c2[nH]cnc2n(-c2ccccc2C)c1=O	/	-1%	?	0%	-5	2	-2%	3%	-3%	6%	-0.1%
CC(C)NC(=O)C(=O)NC1CCCCCC1	-4%	-8%	-10%	1%	-17	0	0%	-1%	-9%	-12%	-0.5%
CCOC(=O)C(C(=O)N(C)Cc1ccccc1)C1CCCCC1 (stereo unspecified)	-27%	-11%	11%	1%	-23	0	0%	-2%	-6%	0%	-0.7%
Cc1ccc(-c2nn(-c3ccccc3)cc2C(=O)O)o1	16%	/	5%	/	/	-1	-3%	?	/	15%	0.0%
Cc1ccc(C2Nc3ccc4ccccc4c3C3=C2C(=O)CC(C)(C)C3)o1 (stereo unspecified)	40%[activator]	0%	5%	/	4	-8	0%	0%	-4%	14%	-0.7%
O=C(NCCc1nnc2ccccn12)c1cccs1	/	18%	2%	-6%	9	/	1%	-1%	-9%	/	0.4%
COc1ccccc1C(=O)NCC(=O)OCC(=O)c1ccc2c(c1)-c1ccccc1C2	2%	8%	-9%	-3%	9	4	-2%	4%	-1%	1%	0.0%
COC(=O)Cc1c(OC)ccn(CCc2c[nH]c3ccccc23)c1=O	-5%	-25%	1%	2%	9	-1	6%	1%	-1%	4%	-0.4%
Cc1cc(NC(=O)CSc2nc3ccccc3n2CC(=O)N2CC(C)CC(C)C2)no1 (stereo unspecified)	-7%	-17%[7.66 µM]	-8%	0%	0	-2	1%	0%	0%	-2%	0.3%
CC(C(=O)NCc1cccnc1)c1ccc([N+](=O)[O-])cc1 (stereo unspecified)	13%	-5%	7%	1%	-11	0	-2%	-23%	1%	1%[11.5 µM]	-0.5%
O=C(COc1ccccc1)N(Cc1cccs1)C1CCS(=O)(=O)C1 (stereo unspecified)	/	-1%	-7%	3%	11	1	4%	-14%	-6%	-4%	-1.8%
N#Cc1c(SCC(=O)Nc2nncs2)sc2c(O)cc(=O)[nH]c12	?	11%	9%	-5%	-8	3	-1%	?	-6%	7%	-0.5%
COc1ccc(OCC(=O)Nc2nc3ccccc3[nH]2)cc1	1%	23%	?	11%	-12	1	3%	-3%	-1%	-17%	-2.4%
CC(/C=N/n1c(-c2ccncc2)n[nH]c1=S)=C\c1ccco1	/	3%	7%	-7%	-14	1	-2%	-13%	1%	-1%	-0.4%
CC(=O)Nc1ccc(C(=O)Nc2ccc(S(=O)(=O)N3CCCCC3)cc2)cc1	/	-4%	-12%	0%	-19	0	1%	3%	0%	/	0.2%
O/N=C(/c1ccc(F)cc1)C1CC1c1c(F)cccc1Cl (stereo unspecified)	-14%	-48%[inhibitor]	-7%	13%	-7	-1	1%	3%	-7%	/	0.3%
Cc1ccc(C)c(NC(=O)CSc2nc3[nH]ncc3c(=O)[nH]2)c1	-11%	-21%	-1%	2%	7	10	-2%	-3%	-1%	-12%	-0.1%
NS(=O)(=O)c1ccc(NC(=O)c2c(Cl)cccc2Cl)cc1	3%	-2%	3%	3%	16	-9	4%	-3%	-12%	0%	-0.1%
O=C(NCCSc1ccccc1)c1ccc(CN2CCOCC2)cc1	/	10%	9%	3%	-14	1	4%	-8%	-3%	1%	-0.7%
CN1CCO/C1=C(\C(Cl)=C(Cl)Cl)[N+](=O)[O-]	-4%	1%	-2%	0%	37[activator]	-1	0%	4%	-1%	-9%	-0.5%
C/C(=C\C=C(C#N)C#N)c1cc(C#N)c(N)o1	?	7%	4%	-5%	13	-7	10%	-7%	?	-18%	0.4%
CCc1ccc(NC(=O)CSc2nnc(CNC(=O)c3c(F)cccc3Cl)o2)cc1	/	2%	-3%	-9%	11	2	-3%	-2%	3%	1%	0.3%
O=c1cc(CSc2nnc(NC3CCCCC3)s2)nc2sccn12	-16%	?	0%	3%	7	-7	10%	3%	-3%	/	-0.1%
NS(=O)(=O)OCC(Cc1ccccc1)N1C(=O)c2ccccc2C1=O (stereo unspecified)	-18%	3%	-8%	1%	-9	-3	/	-2%	-1%	0%	-0.6%
CCOc1cc(C(=O)Nc2nnc(CC)s2)ccc1OCC(=O)N1CCOCC1	?	4%	?	0%	3	0	3%	-6%	-3%	-7%	-0.2%
COc1ccc(Oc2nc(-c3ccccc3)ncc2S(=O)(=O)c2ccccc2)cc1	18%	-21%	-6%	-8%	-12	0	1%	-10%	-6%	10%	-0.1%
CCOC(=O)c1ccc(NC(=S)NC(=O)c2nn(CC)cc2Br)cc1	5%	9%	?	1%	-3	2	3%	0%	0%	-1%	-1.0%
Cc1ccc2nc(-c3ccc(NS(=O)(=O)c4ccc(F)cc4)cc3)sc2c1	?	-6%	8%	i	-23	3	2%	-8%	-2%	3%	8.5%
O=C(COc1cccnc1[N+](=O)[O-])c1c[nH]c2ccccc12	/	?	?	1%	?	1	/	2%	-12%	0%	-0.3%

One compound at a time, as listed above. Order of screens: Menin-MLL TR inh	Integrin act MD	Chronic BCR inh	S-ASM inh	Giardia killer	FBPA coupling cs	GALK inh	Tb PFK block	PTAP TSG101 blk	PKM2 activator	B2AR arrestin
Results for COc1ccc(Oc2nc(-c3ccccc3)ncc2S(=O)(=O)c2ccccc2)cc1 = 18%	-21%	-6%	-8%	-12	0	1%	-10%	-6%	10%	-0.1%
Results for O=c1cc(CSc2nnc(NC3CCCCC3)s2)nc2sccn12 = -16%	?	0%	3%	7	-7	10%	3%	-3%	/	-0.1%

This is a subset (hit frequency here may not be typical).
